# Screening data (PubChem BioAssay)
# Tn7 DDE FP: DD(E)-Tn7 binding inhibition, primary FP screen | P02675 | FP displacement of FITC-Tn7 peptide from fibrin DD(E); 0% = median of compound wells per plate | inhibition, % at 8.3 µM | 370,000 tested, 0.13% active;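 active = inhibition above the mean of compounds falling within the control limits plus 3 SD of them, cut at about 14% in these data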;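 note: 0% = plate median of compound wells and 100% = 10 µM Aha-Tn7 peptide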
#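 system = human fibrin DD(E) protein | quantity = DD(E) 2 µM final | medium = Tris/NaCl/CaCl2 buffer, pH 7.8 | also added = labelled Tn7 tracer, 0.1 µM | compound dosing = single point at 8.3 µM | timing = compound with protein 10 min, then 3 h after probe, room temperature | signal = FP measurement | benchmarks = Aha-Tn7 high control | repeats = one replicate per compound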
# PLCg1 inh: inhibitors of human phospholipase C gamma1; 370,000 tested, 0.84% active; AID 720700; purified PLC-gamma1, fluorogenic substrate, fluorescence; inhibition, % at 12.2 µM; P19174; in the data active = inhibition above about 9.5%
# DDE Tn6 FP inh: DD(E)-Tn6 binding inhibition, primary FP screen; P02675; 370,000 tested, 0.21% active; inhibition, % at 8.3 µM; AID 720509; Fibrin DD(E) TRITC-Tn6 fluorescence polarization displacement;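 active = inhibition above a per-campaign cutoff: mean of compounds within control limits plus 3 SD, cut at about 15% in these data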;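 note: 0% = median of all compound wells on the plate and 100% = blocking peptide control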
# ADAM10 inh: inhibitors of human ADAM10; inhibition, % at 7 µM; recombinant ADAM10, EDANS/DABCYL FRET peptide cleavage, 3 h; 370,000 tested, 0.62% active; O14672;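 active = inhibition above a per-campaign cutoff equal to the mean of compounds falling between control-based bounds plus 3 SD, cut at about 20% in these data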;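 note: 0% = DMSO wells while the 100% control is not disclosed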
# ARFGAP1 inh: inhibits rat ARF GTPase activating protein 1; inhibition, % at 16.5 µM; Q62848; Arfgap1-stimulated ARF1 GTP hydrolysis, GDP FP detection; AID 651572; 360,000 tested, 0.26% active;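 active = inhibition above a per-plate limit, mean inhibition of low control wells plus 3 SD, cut at about 25% in these data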;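 note: 0% = DMSO wells with enzyme and 100% = wells lacking Arfgap1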
# Target sequence (Q62848 1-136 limits assumed): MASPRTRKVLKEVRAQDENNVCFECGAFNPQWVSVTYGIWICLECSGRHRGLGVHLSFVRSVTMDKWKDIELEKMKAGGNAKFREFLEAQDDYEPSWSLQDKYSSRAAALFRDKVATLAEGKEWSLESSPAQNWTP
#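 Material – truncated rat Arfgap1 GAP domain · Buffer or medium – HEPES-based buffer, pH 7.5 · Reagent – human ARF1(Δ1-17)-GTP substrate · Dosing – 16.5 µM single point, 1.26% DMSO · Schedule – GTP hydrolysis reaction 2 h at 25 °C · Technique – GDP detection by fluorescence polarization · Benchmarks – No-Arfgap1 wells (100%) versus DMSO full-reaction wells (0%) · Repeats – single replicate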
# TDP2 absorb: blocks human TDP2 phosphodiesterase activity. O95551. recombinant TDP2, T5PNP hydrolysis, p-nitrophenol absorbance 415 nm. inhibition, % at 12.8 µM. 370,000 tested, 0.34% active. AID 720702;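 active = inhibition above the mean of all tested compounds plus 3 SD, set per campaign, cut at about 25% in these data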;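 note: 0% = DMSO with enzyme and 100% = buffer with substrate but no TDP2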
# Target sequence (O95551 whole entry, looked up): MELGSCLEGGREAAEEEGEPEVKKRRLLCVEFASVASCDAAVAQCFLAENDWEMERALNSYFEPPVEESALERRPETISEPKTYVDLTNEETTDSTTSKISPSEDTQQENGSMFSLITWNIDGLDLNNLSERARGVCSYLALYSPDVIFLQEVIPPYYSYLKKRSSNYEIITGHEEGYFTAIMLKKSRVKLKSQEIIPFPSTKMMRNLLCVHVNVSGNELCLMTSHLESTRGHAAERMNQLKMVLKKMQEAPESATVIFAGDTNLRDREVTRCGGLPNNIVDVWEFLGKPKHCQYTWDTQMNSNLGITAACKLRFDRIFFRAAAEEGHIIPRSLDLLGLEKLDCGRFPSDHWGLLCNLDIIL
#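 System – recombinant human TDP2 · Quantity – TDP2 enzyme at 120 nM final · Doses – single concentration, 12.8 µM nominal, with 1% DMSO · Incubation – 2 h at 37 °C · Measured by – epi absorbance of p-nitrophenol freed from T5PNP by hydrolysis · Read-out – % inhibition relative to enzyme-containing and enzyme-free wells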
# PLCb3 inh: PLC-beta3 (human) inhibition, primary screen; Purified PLC-beta3, fluorogenic substrate, fluorescence; inhibition, % at 12.2 µM; 370,000 tested, 0.18% active; in the data active = inhibition above about 11%;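 note: 0% = median of compound wells on plate and 100% = full blocker control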
# ASAP1 inh: ASAP1 ArfGAP inhibition. 360,000 tested, 0.19% active. AID 624377. Q9ULH1. inhibition, % at 16.5 µM. ASAP1-stimulated ARF1 GTP hydrolysis, GDP FP detection; in the data active = inhibition above about 25%;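 note: 0% = vehicle with enzyme and substrate and 100% = no enzyme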
# SIAE inh: blocks human sialic acid acetylesterase. Q9HAT2. SIAE FP-Rh probe binding, fluorescence polarization. inhibition, % at 9.66 µM. 370,000 tested, 0.69% active. AID 1053197;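 active = inhibition above a cutoff: mean of compounds within the control limits plus 3 SD of those, cut at about 17% in these data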;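 note: 0% = plate median of compound wells and 100% = probe without SIAE protein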
# Target sequence (Q9HAT2 whole entry, looked up): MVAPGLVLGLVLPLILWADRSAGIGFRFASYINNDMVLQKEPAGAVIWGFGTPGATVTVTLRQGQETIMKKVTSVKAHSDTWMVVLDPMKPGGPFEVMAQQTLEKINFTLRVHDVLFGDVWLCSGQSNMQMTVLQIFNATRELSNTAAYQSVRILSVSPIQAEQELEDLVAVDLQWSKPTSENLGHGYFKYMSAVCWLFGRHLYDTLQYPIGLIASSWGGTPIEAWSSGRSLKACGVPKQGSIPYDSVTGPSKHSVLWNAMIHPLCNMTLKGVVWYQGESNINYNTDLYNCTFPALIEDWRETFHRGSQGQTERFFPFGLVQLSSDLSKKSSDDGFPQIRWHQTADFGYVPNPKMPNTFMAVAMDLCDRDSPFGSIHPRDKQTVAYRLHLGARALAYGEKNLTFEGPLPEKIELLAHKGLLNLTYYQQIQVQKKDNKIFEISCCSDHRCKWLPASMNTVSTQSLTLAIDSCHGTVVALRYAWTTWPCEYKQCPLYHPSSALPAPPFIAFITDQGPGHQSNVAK
# ADAM17 inh: inhibitors of human ADAM17; P78536; 370,000 tested, 0.83% active; inhibition, % at 6.95 µM; recombinant ADAM17, EDANS/DABCYL FRET peptide cleavage; AID 720648;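 active = inhibition above the mean of compounds lying between control limits plus 3 SD, set per campaign, cut at about 8.5% in these data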;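 note: 0% = DMSO-only wells as the low control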
# * hit, by the source's call.
no.	SMILES	Tn7 DDE FP	PLCg1 inh	DDE Tn6 FP inh	ADAM10 inh	ARFGAP1 inh
1	COc1ccc(NC(=O)CCCN2C(=O)C(c3ccccc3)Oc3cccnc32)cc1OC (stereo not drawn)	-5	1	1	5	4
2	Cc1ccccc1C(=O)NC(=S)Nc1sc2c(c1C#N)CCCC2	-2	1	-3	0	-9
3	CC(=O)Nc1ccc(/C(C)=N/NC(=O)CN(c2ccccc2Br)S(C)(=O)=O)cc1	1	1	3	-8	8
4	COc1ccccc1C(CNC(=O)c1cccc(NS(=O)(=O)c2ccc(Br)cc2)c1)N(C)C (stereo not drawn)	4	2	4	-6	14
5	COc1ccc(CCC(=O)Nc2ncc(C)s2)cc1	-1	-2	-3	-9	5
6	Cc1ccc(C(=O)Nc2cccc(C(=O)N3CCOCC3)c2)cc1Cl	-3	1	3	-8	-9
7	NC(=O)CC(NC(=O)c1ccccc1)c1ccc(N2CCC(Br)CC2)c([N+](=O)[O-])c1 (stereo not drawn)	9	-3	3	-2	-6
8	O=C(CN1CCN(S(=O)(=O)c2ccc(Cl)cc2)CC1)Nc1ccc2c(c1)OCO2	2	1	-7	8	8
9	CC(NC(=O)CNC(=O)c1ccccc1Br)c1cccs1 (stereo not drawn)	1	1	0	-6	8
10	CN(C)CCCN(C(=O)c1sc2ccccc2c1Cl)c1nc2c(F)cccc2s1	9	-4	-1	-6	-2

no.	TDP2 absorb	PLCb3 inh	ASAP1 inh	SIAE inh	ADAM17 inh
1	-13	-6	-9	0	0
2	6	3	6	-25	-3
3	-14	-1	-1	-2	-2
4	0	-9	-7	-2	-6
5	-3	-4	0	1	-4
6	-6	-6	15	-2	0
7	0	-3	5	-3	0
8	2	-1	-1	0	-1
9	-13	-12	14	-3	-2
10	7	-7	2	6	-8

# Later entries.
no.	SMILES	Tn7 DDE FP	PLCg1 inh	DDE Tn6 FP inh	ADAM10 inh	ARFGAP1 inh
11	CCn1cc(/C=N\NC(=O)C2(C)CC2(Cl)Cl)c(C)n1 (stereo not drawn)	2	2	-9	-9	-2
12	CCN(C(=O)CSc1nnc(-c2ccc(C)cc2)n1N)c1c(N)n(Cc2ccccc2)c(=O)[nH]c1=O	-2	3	12	-10	-17
13	CC1(C)CC(=O)C=C(c2ccc(COC(=O)c3cc(F)cc(F)c3)cc2)C1=O	5	-3	5	-9	0
14	CN(CC(=O)NC1CCCCCC1)S(=O)(=O)c1cnc[nH]1	5	1	-2	-5	10
15	OC[C@@H](O)[C@@H](O)CO	-13	5	-5	-7	4
16	Cn1nnc2cc(C(=O)N3CCC(c4ccccc4)C3)ccc21 (stereo not drawn)	4	4	-6	6	-2
17	COC(=O)C(C)Sc1nc(NCc2ccccc2)nc(N(C)C)n1 (stereo not drawn)	0	-1	-7	-8	2
18	COCCNCC(=O)Nc1ccc(C)c(S(=O)(=O)N2CCCCC2)c1	7	0	5	-10	2
19	COc1ccc(CNCC(C)NCc2ccc(OC)c(OC)c2)cc1OC (stereo not drawn)	7	-1	2	-2	-5
20	COc1cc(/C=C/c2nc3ccccc3c(=O)[nH]2)ccc1O	0	-330	-7	-128	20

no.	TDP2 absorb	PLCb3 inh	ASAP1 inh	SIAE inh	ADAM17 inh
11	-2	4	12	1	1
12	0	2	-1	-6	1
13	7	-6	2	0	-2
14	-3	-1	-3	2	-2
15	0	7	4	2	1
16	-6	-2	-7	3	-3
17	-1	-7	-5	-2	-2
18	8	-5	0	1	-4
19	2	-4	4	2	3
20	0	-441	2	8	-43

# (more compounds)
no.	SMILES	Tn7 DDE FP	PLCg1 inh	DDE Tn6 FP inh	ADAM10 inh	ARFGAP1 inh
21	CC1(C)CSC(C)(C)C(=O)N1	-8	8	-6	1	-3
22	CC(NCC(=O)NCCc1ccc(S(N)(=O)=O)cc1)c1ccc(F)cc1 (stereo not drawn)	-2	2	6	-5	12
23	CCOC(=O)c1cccc(NC(=O)Cn2nc(C)n3cccc3c2=O)c1	0	-2	-5	1	-8
24	CC(=O)N1CCN(c2ccc(S(=O)(=O)N3CCCCC3)cc2[N+](=O)[O-])CC1	2	2	-6	-3	-5
25	O=C(COC(=O)/C=C/c1ccccc1)NCc1ccc(Cl)cc1	5	-1	-4	7	3
26	COc1cccc(CN2CCN(Cc3ccccc3C(F)(F)F)CC2)c1	0	4	1	-5	5
27	CC(=O)c1cccc(NC(=O)c2cc(C(C)C)on2)c1	-11	5	4	2	-7
28	COc1ccc(-n2cc(CNCc3cccnc3)c(-c3cccc(F)c3)n2)cc1	4	1	1	0	-5
29	COc1ccc(CC(=O)NC(C)c2nnc(SCc3nc4ccccc4c(=O)[nH]3)n2C)cc1 (stereo not drawn)	-5	-1	-1	-4	-1
30	O=C(Nc1ccc(S(=O)(=O)Nc2ccnn2-c2ccccc2)cc1)C(F)(F)F	3	9	5	4	6

no.	TDP2 absorb	PLCb3 inh	ASAP1 inh	SIAE inh	ADAM17 inh
21	-20	6	-2	0	6
22	5	-7	9	1	-2
23	0	-8	-8	2	-5
24	4	6	-7	2	-1
25	6	-1	3	0	2
26	2	-6	7	5	0
27	-5	5	-16	2	1
28	7	-5	0	-1	-3
29	9	2	3	10	-2
30	9	1	-6	5	-2

# Continuation:
no.	SMILES	Tn7 DDE FP	PLCg1 inh	DDE Tn6 FP inh	ADAM10 inh	ARFGAP1 inh
31	CCN(CC)CC(=O)Nc1ccc(C)cc1C(=O)c1ccccc1	-1	-1	-1	2	1
32	C=CCOC(=O)CCCCCCCC	5	1	0	-6	-8
33	Cc1ccc(S(=O)(=O)NCCC(=O)NCC(c2cccs2)N(C)C)cc1 (stereo not drawn)	-8	6	8	2	6
34	C=CCNc1sc(C(=O)C2CC2)c(N)c1C#N	-1	0	-1	0	6
35	CC(C)(C)C1CCC(=NNC(=O)CN(c2ccccc2)S(=O)(=O)c2ccccc2[N+](=O)[O-])CC1 (stereo not drawn)	-8	3	-5	4	1
36	CN1CCN(C2=Nc3cc(Cl)ccc3Nc3ccccc32)CC1	-3	5	-4	-3	-3
37	Cc1ccc(OC(=O)c2ccccc2P(=O)(O)O)cc1	1	2	0	4	-2
38	COc1ccc(CC(=O)Nc2c3c(nn2C(C)(C)C)CS(=O)(=O)C3)cc1	3	-2	3	0	5
39	COC(=O)c1ccc(S(=O)(=O)c2ccc(C(=O)OC)s2)s1	-4	3	4	-4	-5
40	F[B-](F)(F)COc1ccccc1	-3	4	2	-11	-1

no.	TDP2 absorb	PLCb3 inh	ASAP1 inh	SIAE inh	ADAM17 inh
31	8	-7	2	10	2
32	7	1	-9	6	-4
33	-12	4	-9	-4	1
34	1	1	-7	-1	-3
35	-1	1	7	4	6
36	-9	-7	4	1	-8
37	16	0	-5	-4	-2
38	13	-5	10	9	-2
39	2	2	-10	-1	0
40	2	2	-2	3	2

# Other results.
no.	SMILES	Tn7 DDE FP	PLCg1 inh	DDE Tn6 FP inh	ADAM10 inh	ARFGAP1 inh
41	COc1cccc(C2CC(c3ccccc3Cl)Nc3ncnn32)c1 (stereo not drawn)	0	-1	-2	-7	-8
42	COc1ccccc1/C=C/CN1CCN(Cc2ccc(C)o2)C(CCO)C1 (stereo not drawn)	6	-3	4	-3	1
43	COc1cccc(N2C(=O)CC(N3CCC(C(N)=O)(N4CCCCC4)CC3)C2=O)c1 (stereo not drawn)	0	5	-1	-1	11
44	O=C(CSc1nnc2ccc(-c3ccccn3)nn12)NCCc1ccccc1	7	-33	5	-5	1
45	O=C1c2ccccc2C(=O)N1CCSc1nnc(-c2ccco2)n1Cc1ccccc1	-1	-4	1	-4	9
46	Cc1cc(NC(=O)CCN2CCCCC2)ccc1Br	-9	1	-2	1	2
47	CCN(CC)c1cccc(OC(=O)c2cccnc2Cl)c1	5	2	4	4	-6
48	NC(=O)c1ccccc1Br	-1	2	-11	-1	-5
49	CCS(=O)(=O)c1ncc(Cl)c(C(=O)Nc2ccccc2OC)n1	1	-2	-3	-1	9
50	CCc1nnc2cccc(Cl)n12	3	1	3	-3	-6

no.	TDP2 absorb	PLCb3 inh	ASAP1 inh	SIAE inh	ADAM17 inh
41	14	3	0	3	-3
42	-2	-5	-8	8	0
43	-10	0	1	-3	-5
44	6	-39	14	7	-2
45	-9	3	-9	-3	4
46	-14	-4	0	-5	-1
47	-10	-5	-6	12	4
48	-4	3	2	4	-1
49	-2	-7	-15	-3	-2
50	-1	0	13	0	1

# Further results follow.
no.	SMILES	Tn7 DDE FP	PLCg1 inh	DDE Tn6 FP inh	ADAM10 inh	ARFGAP1 inh
51	CCCCNC(=S)N(C)/N=C/c1c(C)[nH]c2ccccc12	-2	-13	6	8	-1
52	CCOC(=O)N1CCC(N2Cc3cccc(C(=O)Nc4ccc(F)cc4)c3C2=O)CC1	4	-2	1	1	9
53	Cc1cc(C)c(C)c(S(=O)(=O)N2CCN(CC(=O)Nc3ccc([N+](=O)[O-])cc3)CC2)c1C	-2	-1	-9	-10	3
54	Cc1ccc(N2CN=C3SCC(=O)N3C2)cc1C	4	-3	-1	-2	1

no.	TDP2 absorb	PLCb3 inh	ASAP1 inh	SIAE inh	ADAM17 inh
51	-11	-19	16	8	4
52	-5	3	0	-5	-4
53	11	3	2	1	-2
54	-13	-3	6	-1	-7

# Filtered by structure: those above containing fluorine (8)
no.	SMILES	Tn7 DDE FP	PLCg1 inh	DDE Tn6 FP inh	ADAM10 inh	ARFGAP1 inh
10	CN(C)CCCN(C(=O)c1sc2ccccc2c1Cl)c1nc2c(F)cccc2s1	9	-4	-1	-6	-2
13	CC1(C)CC(=O)C=C(c2ccc(COC(=O)c3cc(F)cc(F)c3)cc2)C1=O	5	-3	5	-9	0
22	CC(NCC(=O)NCCc1ccc(S(N)(=O)=O)cc1)c1ccc(F)cc1 (stereo not drawn)	-2	2	6	-5	12
26	COc1cccc(CN2CCN(Cc3ccccc3C(F)(F)F)CC2)c1	0	4	1	-5	5
28	COc1ccc(-n2cc(CNCc3cccnc3)c(-c3cccc(F)c3)n2)cc1	4	1	1	0	-5
30	O=C(Nc1ccc(S(=O)(=O)Nc2ccnn2-c2ccccc2)cc1)C(F)(F)F	3	9	5	4	6
40	F[B-](F)(F)COc1ccccc1	-3	4	2	-11	-1
52	CCOC(=O)N1CCC(N2Cc3cccc(C(=O)Nc4ccc(F)cc4)c3C2=O)CC1	4	-2	1	1	9

no.	TDP2 absorb	PLCb3 inh	ASAP1 inh	SIAE inh	ADAM17 inh
10	7	-7	2	6	-8
13	7	-6	2	0	-2
22	5	-7	9	1	-2
26	2	-6	7	5	0
28	7	-5	0	-1	-3
30	9	1	-6	5	-2
40	2	2	-2	3	2
52	-5	3	0	-5	-4
